TDP43 rescue: rescues yeast growth from TDP-43 toxicity | TDP-43 expressing yeast growth rescue, BacTiter-Glo, 24 h | Potency, µM (top dose mostly 46.1 µM), for the others: at the top dose growth rescue (activation), most hits filed as activators | actives 1.8% (n = 410,000) | AID 652104; note: potency is the fitted concentration of half-maximal effect; % of control where 0% means no effect; nearly all actives have a fitted effect of over 50% in size
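Cell-based yeast growth screen: TDP-43 expression induced in galactose, inoculum OD600=0.02 after raffinose pregrowth to mid-log. Read-out BacTiter-Glo luminescence at 24 hr, 30 deg C; inhibition of toxicity seen as signal increase.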
GLP1R inv ag: GLP-1 receptor (human) inverse agonism. P43220. HEK293 GLP-1R CRE-luciferase, luminescence, 24 h; GLP-1R form is constitutively active. Potency, µM (titrated, usually from 38.3 µM), without a hit: at the top dose activity change, negative = inhibition, hits mostly inhibitors. actives 1.6% (n = 410,000). AID 624417; note: potency is the fitted concentration of half-maximal effect; % is set by controls: 0 for no effect and ±100 for the full control effect; nearly all actives have a fitted effect of over 55% in size
Target sequence (P43220 whole entry, looked up): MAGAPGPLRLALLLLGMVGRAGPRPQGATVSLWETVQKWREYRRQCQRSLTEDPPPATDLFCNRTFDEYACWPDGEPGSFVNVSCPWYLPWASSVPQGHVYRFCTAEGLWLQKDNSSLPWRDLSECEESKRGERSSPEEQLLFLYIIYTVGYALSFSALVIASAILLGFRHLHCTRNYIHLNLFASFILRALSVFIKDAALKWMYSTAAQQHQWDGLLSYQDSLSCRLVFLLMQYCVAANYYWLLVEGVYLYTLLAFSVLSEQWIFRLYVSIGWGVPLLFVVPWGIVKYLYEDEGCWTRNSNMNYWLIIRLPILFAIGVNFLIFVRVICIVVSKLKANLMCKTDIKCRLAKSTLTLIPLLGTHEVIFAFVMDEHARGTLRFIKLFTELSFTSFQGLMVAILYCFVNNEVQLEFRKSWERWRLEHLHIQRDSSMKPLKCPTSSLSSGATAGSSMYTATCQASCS
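Inverse agonists were sought by their lowering of basal cAMP reporter luciferase output in HEK293 cells stably carrying constitutively active human GLP-1R, after 24 h compound treatment.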
FUS yeast rescue: FUS proteinopathy suppression in yeast; S. cerevisiae FUS-expressing, growth rescue, OD600, 24 h; Potency, µM (titrated, usually from 76.6 µM), for inactives: top-dose growth rescue (activation), hits mostly activators; actives 0.24% (n = 390,000); AID 1347120;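 note: potency is the fitted concentration of half-maximal effect; plate controls were DMSO vehicle for no effect and reference control for full effect; nearly all actives have a fitted effect of over 55% in size; some results filed as inactive show a strong effect at the top dose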
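Yeast FUS proteinopathy model; galactose-induced FUS (2%), starting OD 0.005. Cpds in dilution series, 24hr, 30C, 99% humidity. Abs 600 nm growth. Pos ctrl CP55940 (top 92uM final); neg ctrl DMSO.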
Abeta yeast res: compounds reversing amyloid beta toxicity in yeast. yeast expressing A-beta42, growth rescue, OD600, 48 h; response scale: 0% DMSO, 100% iron-clioquinol control. Potency, µM (titrated, usually from 46.1 µM), for inactives: top-dose growth rescue, most hits filed as activators. actives 0.063% (n = 410,000). AID 1347071; note: potency is the fitted concentration of half-maximal effect; nearly all actives have a fitted effect of over 55% in size
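Growth rescue measured by 600 nm absorbance after 48 h yeast culture at 30 C with compound. Values normalized between DMSO and an equimolar ferric chloride plus clioquinol control.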
Mm-Cpn inhibitor: M. maripaludis TRiC chaperonin inhibition; Potency, µM (doses to about 76.9 µM), inactives show at the highest dose activity, negative = inhibition, hits mostly inhibitors; actives 0.031% (n = 330,000); purified Mm-Cpn ATPase, ADP Transcreener TR-FRET; note: potency is the fitted concentration of half-maximal effect; % is set by controls: 0 for no effect and ±100 for the full control effect; nearly all actives have a fitted effect of over 80% in size
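25 nM Mm-CPN + cpd, 10 min 37°C; + 10 uM ATP, 30 min 37°C; buffer 30 mM Tris pH 7.4, 100 mM KCl, 5 mM MgCl2, 1 mM DTT; Transcreener ADP HTRF detection 30 min RT.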
PTHR1 agonist: PTHR1 (human) receptor agonism. AID 743266. Q03431. actives 0.075% (n = 410,000). Potency, µM (titrated, usually from 115 µM), for the others: top-dose activation, hits mostly activators. HEK293 GP2 PTHR1 cells, GloSensor cAMP luminescence, 1 h; note: potency is the fitted concentration of half-maximal effect; nearly all actives have a fitted effect of over 55% in size; some results filed as inactive show a strong effect at the top dose; inactives centre near -15; many of its hits are not listed in these tables
Target sequence (Q03431 whole entry, looked up): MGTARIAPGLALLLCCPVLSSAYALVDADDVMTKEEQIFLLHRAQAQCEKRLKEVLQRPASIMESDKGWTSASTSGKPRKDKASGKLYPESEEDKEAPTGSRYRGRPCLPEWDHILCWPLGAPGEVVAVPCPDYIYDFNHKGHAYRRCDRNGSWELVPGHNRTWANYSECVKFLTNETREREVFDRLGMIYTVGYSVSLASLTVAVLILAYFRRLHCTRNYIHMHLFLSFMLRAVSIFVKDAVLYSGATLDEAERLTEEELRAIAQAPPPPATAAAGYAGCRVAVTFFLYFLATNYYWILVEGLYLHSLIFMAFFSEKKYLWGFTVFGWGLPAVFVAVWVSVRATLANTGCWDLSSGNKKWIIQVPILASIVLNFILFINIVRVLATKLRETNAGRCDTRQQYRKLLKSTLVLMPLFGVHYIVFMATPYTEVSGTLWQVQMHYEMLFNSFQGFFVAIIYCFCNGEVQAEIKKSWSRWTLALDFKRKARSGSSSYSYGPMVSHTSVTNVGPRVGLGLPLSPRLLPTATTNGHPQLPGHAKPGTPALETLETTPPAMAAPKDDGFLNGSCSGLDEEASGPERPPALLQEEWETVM
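HEK-293-derived GP2 cells expressing PTHR1 and a GloSensor cAMP reporter, 3,000/well, plated overnight, given luciferin plus IBMX (each 0.5 mM as added) for 1 h at 37 °C, then compound for 1 h at 37 °C. Luminescence was read after 15 min at room temperature.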
Akt phos inh: blocks phosphorylation of Akt | actives 0.32% (n = 360,000) | AID 651550 | Neuro2A IGF-stimulated pAkt S473 HTRF, 20 min; stronger effect = lower value | activity change, % for hits at 50 µM; in the data active = activity change below about -80%; inconclusive = mostly about -51% to -80%; note: % is set by controls: 0 for no effect and ±100 for the full control effect
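Neuro2A cells in DMEM with 0.5% FBS, overnight at 37 deg C, given compound at single 50 µM final, then IGF (6 nM final) for 20 min at 37 deg C. Lysed; phospho-Akt Ser473 by HTRF after 24 h, 665/615 ratio.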
GLP1R cytotox: cytotoxicity in counter-screen for GLP-1R inverse agonists. HEK293 cAMP-luciferase reporter cells, luminescence, 24 h. Potency, µM (top dose mostly 38.3 µM), for the others: at the top dose activity change, negative = inhibition, actives largely listed as inhibitors. actives 0.13% (n = 410,000);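 note: loss of luciferase light is scored as toxicity; potency is the fitted concentration of half-maximal effect; % is set by controls: 0 for no effect and ±100 for the full control effect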
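Luminescence readout: signal drop marks cytotoxicity. Plated cells grew 12 h at 37 °C, 5% CO2, received 23 nL compound for 24 h, then got luciferase reagent, read after 12 min at RT.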
aSyn rescue: rescues yeast growth from alpha-synuclein toxicity | Yeast expressing alpha-synuclein, growth rescue, BacTiter-Glo, 24 h | Potency, µM (top dose mostly 46.1 µM), inactives show at the highest dose growth rescue (activation), hits mostly activators | actives 0.14% (n = 370,000) | AID 652106; note: potency is the fitted concentration of half-maximal effect; % of control where 0% means no effect; nearly all actives have a fitted effect of over 65% in size
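Screening used galactose-induced yeast with toxic alpha-synuclein levels, exposed to compound for 24 hr at 30 deg C. Cell growth, read with BacTiter-Glo luminescence, gave the measured signal.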
* = called active by the depositor; i = inactive; ? = inconclusive; nt = not tested or not shown; [ ] = dose if it differs, or a comment. Unless noted, calls come from the whole dose curve; as a rule, active = well fitted curve in the direction sought with a large enough effect; inconclusive = small, poorly fitted or top-dose-only effect, or another doubt; inactive = no such curve, though single readings can be large; an effect the other way counts as inactive or inconclusive. A portion of the library; count on the stated rates, not on these rows.

SMILES | TDP43 rescue | GLP1R inv ag | FUS yeast rescue | Abeta yeast res | Mm-Cpn inhibitor | PTHR1 agonist | Akt phos inh | GLP1R cytotox | aSyn rescue
O=[N+]([O-])c1ccc(NN=Cc2ccccc2O)nc1 | 22.4µM* | ? | 12.5% | 20.7% | nt | -26.9% | i | ? | 24.6%
CCCCCCn1cnc2c(oc3nc4c(cc32)CCCC4)c1=O | 13.0% | 23.4% | -20.7% | 6.2% | 2.2% | -71.2%[inhibitor] | i | 1.1% | 5.7%
O=C(Nc1ccc(Cl)c([N+](=O)[O-])c1)C(Sc1ccccc1)c1ccccc1 (stereo not given) | ? | 8.91µM* | 1.9% | 43.4% | -0.5% | -32.2%[inhibitor] | i | ? | -32.2%[inhibitor]
COC(=O)c1cn(-c2nc3ccccc3s2)nn1 | 16.1% | 28.0% | 11.7% | -20.6% | nt | i | i | 4.0% | -17.0%
Cc1ccc(S(=O)(=O)N(C)CC(=O)NCC(c2ccc(F)cc2)N2CCOCC2)cc1 (stereo not given) | -6.1% | 10.3% | 11.3% | 8.9% | -1.3% | -39.6% | i | 1.1% | -2.5%
CCOc1ccc(-n2c(SCC(=O)N3CCC(C)CC3)nc3c([nH]c4ccccc43)c2=O)cc1 | 8.8% | 1.1% | -12.3% | -11.4% | nt | i | nt | -17.6% | -7.0%
Cc1c(C)c2ccc(OCC(=O)N3CCN(c4ccccc4)CC3)cc2oc1=O | ? | 23.7% | -25.7% | 4.9% | 2.5% | -7.3% | i | 0.2% | 15.3%
CN(CCN1CCOCC1)Cc1nc(-c2cccs2)no1 | 7.4% | 4.0% | 3.1% | 0.5% | 0.4% | i | i | -9.0% | 7.2%
COCC(COS(N)(=O)=O)C(C)C (stereo not given) | 3.8% | 18.5% | -31.1% | -9.0% | 3.1% | -23.9% | i | -50.8% | -0.5%
O=C(COc1ccccc1Cl)NCc1ccco1 | 13.9% | 33.1%[activator] | 10.6% | -9.8% | 0.3% | -8.3% | i | 62.7% | 3.5%
CN(C)c1ccc(-c2ccnc3c2CC(C)(C(=O)NCCC(F)(F)F)O3)cc1 (stereo not given) | 7.7% | -18.9% | 9.5% | -15.9% | nt | -1.5% | i | -14.7% | 6.2%
CCc1nc2c(OCCOc3ccc(F)cc3)cccn2c1N(C)C(=O)CC(C)C | 5.8% | -10.1% | 7.0% | -12.7% | nt | -13.5% | i | 5.8% | -4.9%
O=C1CSC2(C(=O)N(Cc3ccccc3)c3ccccc32)N1c1cccc(F)c1 (stereo not given) | ? | ? | 31.3% | -30.2% | nt | -28.3% | nt | 2.2% | 2.9%
O=C(NCC(c1cccnc1)N1CCN(c2ccccc2F)CC1)C1CCCCC1 (stereo not given) | -5.4% | -12.6% | 5.1% | -1.0% | -0.6% | -4.6%[57.5 µM] | i | -13.2% | -12.3%
CCCCC1C2=C(CCCC2=O)OC2=C1C(=O)CCC2 | 13.0% | ? | -8.7% | 2.7% | ? | -9.0% | i | -20.5% | -5.3%
CCCc1cnc(N2CCN(C(=O)c3ccc(F)cc3)CC2)nc1 | 20.2% | ? | -8.2% | -23.1% | 0.6% | -19.6% | i | -13.5% | 2.1%
CC1CCC(NC(=O)CCS(=O)(=O)c2ccc3c(c2)NC(=O)CO3)CC1 (stereo not given) | 2.2% | -26.5% | 8.1% | 3.0% | 1.5% | i | i | -2.4% | -1.5%
CCC(C)Sc1nc(O)cc(=O)[nH]1 (stereo not given) | -34.5%[inhibitor] | 0.0% | -3.1% | 0.7% | 0.4% | i | i | -1.8% | 2.0%
COc1ccccc1N1CCN(C(=O)c2cc(=O)c3c(C)cc(C)cc3o2)CC1 | 25.1µM* | 1.5% | -8.2% | -23.1% | 1.2% | -17.9% | i | 1.7% | -3.5%
COCCN(C(=O)C(C)C)c1nnc(-c2ccc(C(C)(C)C)cc2)s1 | 7.7% | 2.2%[0.307 µM] | 42.9% | 0.0% | -2.5% | i | i | -4.4%[0.307 µM] | -5.4%

Overlap with the part before: 2 compounds, then new ones.
SMILES | TDP43 rescue | GLP1R inv ag | FUS yeast rescue | Abeta yeast res | Mm-Cpn inhibitor | PTHR1 agonist | Akt phos inh | GLP1R cytotox | aSyn rescue
COc1ccccc1N1CCN(C(=O)c2cc(=O)c3c(C)cc(C)cc3o2)CC1 | 25.1µM* | 1.5% | -8.2% | -23.1% | 1.2% | -17.9% | i | 1.7% | -3.5%
COCCN(C(=O)C(C)C)c1nnc(-c2ccc(C(C)(C)C)cc2)s1 | 7.7% | 2.2%[0.307 µM] | 42.9% | 0.0% | -2.5% | i | i | -4.4%[0.307 µM] | -5.4%
c1ccc(-c2cn3ccccc3n2)cc1 | -18.6% | ? | -25.5% | 2.6% | nt | -25.5% | i | -3.2% | -3.7%
Cc1ccc(N2C(=O)CSC23C(=O)N(Cc2ccccc2F)c2ccccc23)cc1F (stereo not given) | 0.0% | ? | 11.4% | -30.2% | nt | -34.3%[inhibitor] | nt | -3.2% | -15.9%
O=C(NCc1ccccc1)c1ccc(C(=O)NCc2ccccc2)cc1 | 14.0% | 9.2% | nt | 5.7% | nt | i | i | -2.0% | 6.1%
CCOn1c(=O)c(-c2ccc(OC)c(OC)c2)[n+]([O-])c2ccccc21 | -6.4% | 43.7%[activator] | 3.7% | -9.8% | 1.7% | i | i | -4.1% | 0.7%
Cc1ccc(-n2c(SCC(=O)N/N=C/c3ccc(C)s3)nnc2-c2ccccc2)cc1 | 5.5% | ? | nt | -1.6% | 2.4% | i | i | -32.1% | -1.6%
CCOc1ccc(CCNC(=O)C2(c3ccccc3)CC2)cc1OCC | 0.0% | ? | 10.9% | 6.2% | -0.6% | -20.0% | i | -2.4% | 4.6%
O=C(NCc1ccncc1)Nc1ccc(F)cc1 | 13.3% | 0.0% | nt | 8.6% | 4.0% | i | i | 7.6% | -15.1%
O=C(NCCOC12CC3CC(CC(C3)C1)C2)c1cccc(Br)c1 | -3.3% | ? | 34.1% | -8.8% | -0.7% | -10.7%[57.5 µM] | i | -5.4% | 5.1%
O=C(COc1ccc(S(=O)(=O)NCc2ccccc2)cc1)NCc1cccnc1 | -22.2% | 2.0% | -8.8% | -6.6% | 0.2% | -4.8% | i | 5.1% | 1.5%
CCN(CC)c1ccc2cc(C(=O)c3cccs3)c(=O)oc2c1 | -36.0%[inhibitor] | ? | 31.2% | -50.0%[inhibitor] | nt | -72.0%[inhibitor] | i | 43.1% | ?
O=C(CN1CCN(c2ncccn2)CC1)N1CCc2ccccc21 | 10.2% | -11.2% | 17.5% | 3.1% | -0.5% | -7.7% | i | -7.0% | 12.9%
Cc1cc(C(=O)NCc2ccccc2)no1 | 0.0% | 3.4% | 20.4% | -2.6% | 1.4% | ? | i | 7.4% | -4.6%
Cc1ccc(-c2ccc(CCC(=O)O)n2CC(=O)O)cc1 | 6.5% | -12.6% | 5.2% | 17.5% | -0.8% | i | i | 0.8% | 29.2%
COc1cccc(OC)c1OCCCNC1CCCC1 | 15.5% | -14.4% | -19.3% | -2.7% | -4.4% | ? | i | 0.4% | -2.7%
C/C(=N\NC(=O)c1cccc(S(=O)(=O)Nc2ccccc2Cl)c1)c1ccc(-n2ccnc2)cc1 | 9.1% | 18.0% | 34.2% | 15.9% | -0.1% | 11.9% | i | 13.0% | 0.5%
CC(CNC(=O)c1ccc(Nc2nc3ccccc3n3nnnc23)cc1)c1ccccc1 (stereo not given) | 4.6% | 14.2% | -14.2% | -18.1% | nt | -6.4% | nt | -6.1% | nt
O=[N+]([O-])c1ccc2[nH]nc(-c3ccccc3)c2c1 | 5.62µM* | -22.8% | nt | -18.3% | -0.6% | -22.1% | i | -19.6% | -6.6%
CCOc1ccc(-c2noc(-c3cccnc3)n2)cc1OCC | 16.2% | 67.9%[activator] | 8.4% | -12.9% | 1.7% | i | i | 18.5% | 4.9%
COc1ccccc1NC(=O)c1ccc(NC(=O)c2ccc(=O)[nH]c2)cc1 | 12.3% | -5.0% | 3.0% | -1.6% | -0.1% | i | i | -13.8% | 0.2%
COc1cccc(CNC(=O)c2nnn(CC(=O)Nc3ccc4c(c3)OCO4)c2N)c1 | -0.9% | -8.2% | 13.8% | -0.2% | 0.6% | i | i | 2.2% | -2.8%
Cc1ccc(NC(=O)C/C(N)=N/OC(=O)Nc2ccc(C)c(Cl)c2)cc1 | -12.8% | -8.6% | 7.8% | -10.9% | 0.5% | -7.6% | i | 3.1% | -11.0%
O=C(Nc1ccc(S(=O)(=O)N2CCCCC2c2cccnc2)cc1)c1ccc(Br)cc1 (stereo not given) | -1.8% | 10µM* | ? | 7.5% | nt | -4.9% | nt | -19.5% | nt
C[C@H]1CN=C(N(C)C)N1CCC1CCCCC1 | -1.8% | -26.0% | -17.0% | -5.6% | -0.9% | i | i | -8.9% | 2.2%
O=C(CN1C(=O)C2CC=CCC2C1=O)NCC(=O)Nc1ccc(F)c(F)c1F (stereo not given) | 1.7% | 0.9% | -20.6% | -10.8% | 0.5% | -5.1% | i | -1.2% | 4.1%
CCN(CC)c1ccc(NC(=O)c2ccc(Cl)nc2)cc1 | -9.5% | ? | 17.3% | 8.0% | -4.8% | -29.8% | i | ? | -4.3%
COc1ccc(C(=O)Oc2cccnc2)cc1 | -11.5% | 0.6% | -8.6% | -7.8% | -0.9% | -14.3%[57.5 µM] | i | -13.8% | -1.1%
Cc1ccc2nc(-c3ccc(C#N)cc3)c(Cc3cccc(Cl)c3)n2c1 | 35.5µM* | -28.6% | 23.7% | -13.0% | nt | -9.7% | i | -15.1% | ?
Nc1nc(CSc2ccc(Cl)cc2)nc(N2CCCCC2)n1 | ? | ? | 32.5% | 4.6% | -2.4% | i | i | 7.8% | 11.2%
